Compound activity (PubChem BioAssay)
hDAT+cocaine – modulates human dopamine transporter uptake under cocaine; B-score at 10 µM; Q01959; AID 449768; 1.3% of 110,000 active; LLC-PK1 hDAT cells, [14C]-dopamine uptake with cocaine IC80; actives deviate in either direction;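 active = Z score or B-score, a plate-position-corrected score, falls beyond the plate's 99.7% confidence bounds, in either direction; inactive = both scores lie inside the 99.7% bounds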;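 also: scored against the spread of the other compound wells on the same plate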
Target sequence (Q01959 whole entry, looked up): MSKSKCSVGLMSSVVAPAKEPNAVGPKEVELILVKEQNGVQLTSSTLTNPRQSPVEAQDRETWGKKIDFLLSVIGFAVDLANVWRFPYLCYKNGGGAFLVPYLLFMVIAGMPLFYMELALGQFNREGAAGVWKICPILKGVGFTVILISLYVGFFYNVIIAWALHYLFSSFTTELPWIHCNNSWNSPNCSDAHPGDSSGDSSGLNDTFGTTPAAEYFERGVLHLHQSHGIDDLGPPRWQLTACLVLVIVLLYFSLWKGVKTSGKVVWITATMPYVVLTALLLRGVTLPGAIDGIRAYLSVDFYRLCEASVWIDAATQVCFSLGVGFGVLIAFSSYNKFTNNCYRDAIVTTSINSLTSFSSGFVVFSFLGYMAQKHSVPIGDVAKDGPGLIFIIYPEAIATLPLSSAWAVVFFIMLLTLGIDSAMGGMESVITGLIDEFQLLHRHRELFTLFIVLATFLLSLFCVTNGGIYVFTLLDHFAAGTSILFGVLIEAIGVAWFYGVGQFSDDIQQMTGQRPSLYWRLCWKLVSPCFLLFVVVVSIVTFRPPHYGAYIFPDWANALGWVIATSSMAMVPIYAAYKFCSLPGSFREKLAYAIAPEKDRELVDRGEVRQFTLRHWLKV
* marks the source's active call; other numbers are inactive results; & = joins results of further samples.

molecule,hDAT+cocaine
CCn1cc(S(=O)(=O)CC(=O)Nc2cccc(C)c2)c2ccccc21,-0.273
CC1(OC(=O)C2CCCC2)C(=O)C=C2C=C(c3ccsc3)N(CCc3ccccn3)C=C2C1=O (stereo not drawn),0.177
COCCNC(=O)c1onc(CSc2ccc(F)cc2)c1C(=O)NCCOC,0.268
CC(C)C[C@H](NC(=O)c1nc[nH]c1C(=O)N1CCN(C(=O)OC(C)(C)C)CC1)C(=O)OCc1ccccc1,0.0264
Cc1nc(-c2ccc(Cl)cc2)sc1C1(C)CC(c2cccc([N+](=O)[O-])c2)=NO1 (stereo not drawn),1.07
O=C(/C=C/c1cccs1)N1CCC2(CC1)Oc1ccc(F)cc1C(=O)C21CC(c2ccc(Cl)cc2)=NO1 (stereo not drawn),-0.326
O=C(Nc1ccccc1)C1=C[C@@H](C2CCCCC2)C[C@@H](OCCCCO)O1,-0.335
OCCCn1c(C2CCCN2c2nc(-c3ccc(F)cc3)cs2)nc2cc(Cl)c(N3CCCCC3)cc21 (stereo not drawn),0.362
C=CC(=O)N1C/C=C\C(c2ccc(OC)cc2)N(Cc2ccc(F)cc2)C(=O)C1 (stereo not drawn),1.8
COC(=O)CCCCCN1C(=O)NC(c2ccc(-c3ccccc3)cc2)C(C(=O)OCc2ccccc2)=C1C (stereo not drawn),-5.33*
CC1Cn2c(nnc2-c2ccc(F)cc2)S1 (stereo not drawn),0.191
O=C(NCc1ccccc1C(F)(F)F)C1CC(c2ccccc2C(F)(F)F)=NO1 (stereo not drawn),1.15

Reformatted: entries from further up.
> OCCCn1c(C2CCCN2c2nc(-c3ccc(F)cc3)cs2)nc2cc(Cl)c(N3CCCCC3)cc21 (stereo not drawn)
  hDAT+cocaine = 0.362
> C=CC(=O)N1C/C=C\C(c2ccc(OC)cc2)N(Cc2ccc(F)cc2)C(=O)C1 (stereo not drawn)
  hDAT+cocaine = 1.8
> COC(=O)CCCCCN1C(=O)NC(c2ccc(-c3ccccc3)cc2)C(C(=O)OCc2ccccc2)=C1C (stereo not drawn)
  hDAT+cocaine = -5.33*
> CC1Cn2c(nnc2-c2ccc(F)cc2)S1 (stereo not drawn)
  hDAT+cocaine = 0.191

Following part:
molecule,hDAT+cocaine
Cc1ccc(-n2ncc3c(NCCCn4ccnc4)ncnc32)c(C)c1,0.00561
Cc1ccc2c(c1)COc1c3ccc(C(=O)NC(C)C)cc3nn1-2,-0.0985
CCOC(=O)c1cccc(NC(=O)c2c(NCc3ccccc3)[nH]c(=O)[nH]c2=O)c1,-0.296
CCOC(=O)c1cnn(-c2ncnc3c2oc2ccccc23)c1N,0.0469
O=C(NCCn1cc(SCc2ccc(F)cc2)c2ccccc21)c1c(F)cccc1F,2.51
O=C(NCc1ccc(Cl)cc1)C1CCC(CNc2c(N3CCCCC3)c(=O)c2=O)CC1 (stereo not drawn),0.124
C#Cc1ccc([C@@H]2C=C(C(=O)NC3CC3)O[C@H](OCC)[C@H]2CCCO)cc1,-0.464
NC(=O)[C@H](Cc1cc2ccccc2s1)NC(=O)[C@@H]1CC2(CC(c3cccc(NC(=O)[C@@H]4CCC(=O)N4)c3)=NO2)CN1C(=O)/C=C/Sc1ccccc1 (stereo partly drawn),-0.318
CC1(OC(=O)CCc2ccccc2)C(=O)C=C2C=C(c3ccc(C#N)cc3)N(c3ccccc3)C=C2C1=O (stereo not drawn),-0.374
O=C(Nc1ccccc1F)c1ccc(Br)o1,-0.318
COc1cccc(SCc2noc(C(=O)NCC3CC3)c2C(=O)NCC2CC2)c1,1.36
CN/C(=C\[N+](=O)[O-])NCCSCc1csc(CN(C)C)n1,-0.341
COc1cc(OC)c(C(=O)CCCN2CCCC2)c(OC)c1,-0.769
Cc1ccn2cc(CCNC(=O)Cc3cccs3)nc2c1,0.00964
C=C(C)C(=O)N1CC2(CC(c3cccc(NC(=O)CC)c3)=NO2)C[C@H]1C(N)=O (stereo partly drawn),-0.89
COc1cc2ccccc2cc1C(=O)Nc1ccc(N2CCN(C)CC2)cc1,1.85
COC(=O)[C@@H]1C[C@@]2(O)[C@H](O)[C@H](O)[C@H](O)C[C@H]2N1Cc1cc(OC)cc(OC)c1,0.253
COC(=O)C1=C(C(=O)OC)[C@@H]2N(Cc3ccccc3)c3ccccc3[C@@]23C[C@@H](C(=O)OC)N(C(=O)NC2CCCCC2)C3=N1,0.438
O=[N+]([O-])c1ccc(OCc2cn([C@@H](CO)c3ccccc3)nn2)c(Br)c1,0.74
COC(C[C@@H](O)C[C@@H](O)[C@@H](C)OCc1ccccc1)OC,0.407
C[C@@H]1CCC[C@]2(O[C@H](CCO)C[C@@H](O)[C@@H]2O)O1,0.278
C=C[C@@](C)(O)CC[C@@H]1[C@@]2(C)CCCC(C)(C)[C@@H]2CC[C@@]1(C)O,2.25
COc1cc(C(CCN2CCOCC2)c2c(OC)cc(OC)c3c(C)cc(=O)oc23)cc(OC)c1OC (stereo not drawn),2.79*
CNC(=O)c1ccsc1NC(=O)CN1C(=O)CCC1=O,-0.506
C=C(C)Cn1c(=O)c2c(nc3n2CCN3c2cccc(Cl)c2C)n(C)c1=O,-0.0582
CC(=O)OCC(=O)[C@@]1(O)CC[C@H]2[C@@H]3CCC4=CC(=O)CC[C@]4(C)[C@H]3[C@@H](O)C[C@@]21C,0.829
O=C(Cn1cc2c(n1)CCCCC2)NCc1cccs1,0.0317
COc1ccc2nc(-c3ccc(F)cc3)sc2c1,-0.652
COc1ccc(C[C@H]2CN3C(=NC[C@@H]3C(C)C)N2C[C@H](C)NC(=O)c2ccc(C)c(Br)c2)cc1,-0.258
O=C(Nc1ccc(Cl)cc1)c1ccc2c(c1)S(=O)(=O)c1ccccc1C2=O,0.0626
Cc1cc2oc3cc(NCCC4CCCN4C)ccc3c(=O)c2cc1C (stereo not drawn),1.21
CN(C)CCN(Cc1ccccc1)c1ccccn1,-0.61
COc1ccc(CCNC(=O)C2CC(c3cc(C(F)(F)F)cc(C(F)(F)F)c3)=NO2)cc1 (stereo not drawn),0.0474
CSC1=NC2(CCCCC2)C2=C(CCCC2)N1,-0.614
C#CCOCCOCCOCCNc1nc(N2CCOCC2)nc(N2CCN(C(=O)[C@H]([C@@H](C)CC)n3cc([C@@H](N)CO)nn3)CC2)n1,-0.0821
C[C@H]1CC[C@@]2(O[C@@H](CCO)C[C@H](O)[C@H]2O)O1,-0.18
O=S1(=O)CCOC[C@H](Cc2ccccc2)N1Cc1cccc(F)c1,0.0908
CCOc1ccc2nc(NCCNC(=O)C3CC3)c(C)cc2c1,0.348
Cc1cccc(-n2ncc3c(N4CCOCC4)ncnc32)c1,-0.419
COCOc1ccc(-c2oc3c(C/C=C(\C)CCC=C(C)C)ccc(O)c3c(=O)c2OCOC)c(OCOC)c1,0.119
O=C1CCCN1CCC12CC3CC(CC(C3)C1)C2,0.883
CCC(=O)N1CCC2(CC1)Oc1ccc(Cl)cc1C(=O)C21CC(c2cccnc2)=NO1 (stereo not drawn),-0.918
C=CCN1C=C2C(=O)C(C)(OC(=O)c3ccco3)C(=O)C(C=C)=C2C=C1C1CC1 (stereo not drawn),-0.797
COc1cc(OC)c2c(C)cc(=O)oc2c1C(CCN1CCOCC1)c1ccc2c(c1)OCO2 (stereo not drawn),1.12
CC(C)=CCC/C(C)=C/CC/C(C)=C/CC/C(C)=C/CC1=C(C)C(=O)c2ccccc2C1=O,-0.232
C#CCOCCOCCOCCNc1nc(N2CCN(C(=O)Cn3cc(CCCCN)nn3)CC2)nc(N2CCN(C(=O)[C@H](C(C)C)n3cc(CCO)nn3)CC2)n1,0.0325
CCOC(=O)[C@@H]1[C@H]2COc3ccc(Br)cc3[C@@H]2N2C(=O)N(c3cccc(Cl)c3)C(=O)[C@]12C,-0.534
O=C(NCC1CC1)C1(C(F)(F)F)CC(CCCO)CCCO1 (stereo not drawn),0.082
CCO[C@H]1OC(C(=O)Nc2ccccc2)=C[C@@H](c2coc3ccccc3c2=O)[C@@H]1CCCO,1.35
CC(C)CC(CO)N1CCN(C(=O)c2ccc(Cl)cc2)CCC1=O (stereo not drawn),0.012
COc1ccc(-c2ccc3oc(-c4ccsc4)cc3c2)cc1,0.929
O=C1C2C(c3cccc(/C=C/c4ccccc4)c3)CC=CC2C(c2ccc(C(F)(F)F)cc2)N1Cc1ccccc1 (stereo not drawn),-0.308
CC(=O)N1[C@H](Cc2ccccc2)C=C[C@]1(C)C(=O)NCc1ccc(C)o1,-0.182
N=C1/C(=C\c2ccc(OCc3ccccc3)cc2)C(=O)N=C2SC(N3CCCC3)=NN12,-0.881
CC(C)CC(CO)N1CCN(C(=O)c2ccc(Cl)cc2Cl)CCC1=O (stereo not drawn),-0.933
COc1ccc2c(c1)oc(=O)c1cc(OC)ccc12,-0.885
C/C=C(\C)C(=O)Nc1cccc(C2=NOC3(C2)C[C@H](C(N)=O)N(C(=O)CC#N)C3)c1 (stereo partly drawn),0.198
COc1cc2c(cc1OC)CN(C(=O)CSc1nnc3scc(-c4ccccc4)n13)CC2,0.146
CCOC(=O)c1c(NC(=O)C(C)Sc2c[nH]c3ccccc23)sc2c1CCC2 (stereo not drawn),-0.485
NC1=NC[C@H](Cc2ccccc2)N1CCc1cccc(F)c1,0.601

Additional structures:
molecule,hDAT+cocaine
C[C@@H]1NC(=O)N[C@@H]1CCCCCC(=O)O,-0.324
CC1(c2nnc(Cc3ccccc3)o2)CC(c2cccnc2)=NO1 (stereo not drawn),-0.677
O=C(O)C1=C[C@@H](c2ccccc2)C[C@@H](OCCCCO)O1,-0.115
CCN1C(=O)N[C@@H](c2ccccc2)[C@H](C(C)=O)[C@H]1C,-0.398
CC12CCC(C/C1=N/O)C2(C)C (stereo not drawn),-1.22
OCCOCCn1c(CCNc2nc(-c3ccc(Cl)cc3)cs2)nc2cc(Cl)c(Cl)cc21,2.34
COCCCOc1ccnc(CS(=O)c2nc3ccccc3[nH]2)c1C (stereo not drawn),0.371
CCCCCCNC(=O)n1cc(F)c(=O)[nH]c1=O,0.744
C[C@H](CCC(=O)O)[C@H]1CC[C@H]2[C@@H]3[C@H](O)C[C@@H]4C[C@H](O)CC[C@]4(C)[C@H]3C[C@H](O)[C@]12C,-0.396
CC1(OC(=O)CCc2ccccc2)C(=O)C=C2C=C(c3ccc(C#N)cc3)N(C3CC3)C=C2C1=O (stereo not drawn),-0.0389
Cc1cnc(NC(=O)C2=C(O)c3ccccc3S(=O)(=O)N2C)s1,0.602&0.185
CC(C)C[C@@H](CO)NC(=O)CC[C@H](NC(=O)OC(C)(C)C)C(=O)N(Cc1ccccc1)Cc1ccccc1,-0.0804

Records listed so far shown as hits in hDAT+cocaine:
molecule,hDAT+cocaine
COC(=O)CCCCCN1C(=O)NC(c2ccc(-c3ccccc3)cc2)C(C(=O)OCc2ccccc2)=C1C (stereo not drawn),-5.33*
COc1cc(C(CCN2CCOCC2)c2c(OC)cc(OC)c3c(C)cc(=O)oc23)cc(OC)c1OC (stereo not drawn),2.79*

Further entries follow.
molecule,hDAT+cocaine
CCOC(=O)C(C)Oc1cccc2c(=O)n(CC(=O)NCCc3ccc(OC)c(OC)c3)ccc12 (stereo not drawn),1.69
C[C@H]1C[C@H]2[C@@H]3CCC4=CC(=O)C=C[C@]4(C)[C@@]3(Cl)[C@@H](O)C[C@]2(C)[C@@]1(O)C(=O)CO,0.179
Cc1cc(-n2[nH]c(C)c(C)c2=O)nc(-c2ccccc2O)n1,-0.413
CC(C)=CCc1c(O)cc2c(c1O)C(=O)CC(c1ccccc1)O2 (stereo not drawn),-0.28
O=C(O)C1=C[C@H](c2ccc(Br)cc2)C[C@H](OCc2ccc(CO)cc2)O1,-0.244
COc1ccccc1[C@@H]1C(c2ccc(F)cc2)=NN(c2ccccc2)[C@H]1C(=O)N1CCOC1=O,-0.234
CC(Nc1nc(-c2ccc(F)cc2)cs1)c1nc2cc(C(F)(F)F)ccc2n1CCOCCO (stereo not drawn),0.0362
Oc1ccc(O)cc1,0.144
CCC(=O)Nc1cccc(C2=NOC3(C2)C[C@H](C(N)=O)N(C(=O)c2ccc(Cl)cc2)C3)c1 (stereo partly drawn),0.781
COc1ccc(NC(=O)c2nc[nH]c2C(=O)N[C@H](C)c2ccccc2)cc1,-1.8
COC(=O)c1ccc(C23CC4(C2)[C@H](CN(CC2CCCCC2)[C@@H]4c2ccccc2)C3c2ccc(C(F)(F)F)cc2)cc1 (stereo partly drawn),-1.51
O=C(C1=C[C@@H](C2CCCCC2)C[C@@H](OCc2ccc(CO)cc2)O1)N1CCN(Cc2ccc3c(c2)OCO3)CC1,-0.0027
C[C@]12C=CC(=O)C=C1CC[C@@H]1C2=CC[C@]2(C)[C@@H](C(=O)CN3CCN(c4cc(N5CCCC5)nc(N5CCCC5)n4)CC3)CC[C@@H]12,0.153
CC[C@H](CO)Nc1nc(Nc2cccc(Cl)c2)c2ncn(C(C)C)c2n1,0.156
CCN1C(=O)N[C@@H](c2cccs2)C(C(C)=O)=C1C,-0.295
Brc1ccccc1-n1nnc(-c2cccnc2)n1,1.14
C[C@@H]1CC[C@]2(O[C@@H](CCO)C[C@H](O)[C@H]2O)O1,-0.347
O=C(O)C1=C[C@@H](C2CCCCC2)C[C@@H](OCCCCO)O1,1.12
O=C(NC1CC1)C1=C[C@@H](c2c[nH]c3ccccc23)C[C@@H](OCCCCO)O1,0.28
O=C(Nc1ccccc1)[C@@H]1CC=C[C@@H]2CCN(C3CCCCC3)C(=O)[C@@H]21,-0.609
C#CCNC(=O)C1=C[C@H](c2csc3ccccc23)C[C@H](OCCCCO)O1,1.15
CC1=CC(c2ccccc2)n2nc(N)nc2N1 (stereo not drawn),0.199
O=C(O)C1=C[C@H](c2csc3ccccc23)C[C@H](OCc2ccc(CO)cc2)O1,0.252

Only part of the results is shown. The share of hits here may be higher or lower than overall.
